Screening results as filed in PubChem BioAssay.
M1 PAM: potentiates human M1 receptor response to acetylcholine; P11229; CHO-K1 hM1, Fluo-8 calcium fluorescence, ACh EC20; 0% = ACh EC20, 100% = maximal ACh; activation, % at 3 µM; hit rate 0.088% among 360,000; AID 588819; in the data active means activation above about 19%, passing the limit was not always enough
CHRM5 antagonist: CHRM5 antagonism in calcium assay. hit rate 0.59% among 360,000. inhibition, % at 3 µM. CHO-hM5 cells, Fluo-8 calcium fluorescence, ACh EC80. P08912;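 active means inhibition above a per-plate cutoff, the mean of that plate's test compounds plus 3 SD, cut at about 27% in these data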;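 further: 0% = acetylcholine EC80 with DMSO and 100% = DMSO without agonist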
Target sequence (P08912 whole entry, looked up): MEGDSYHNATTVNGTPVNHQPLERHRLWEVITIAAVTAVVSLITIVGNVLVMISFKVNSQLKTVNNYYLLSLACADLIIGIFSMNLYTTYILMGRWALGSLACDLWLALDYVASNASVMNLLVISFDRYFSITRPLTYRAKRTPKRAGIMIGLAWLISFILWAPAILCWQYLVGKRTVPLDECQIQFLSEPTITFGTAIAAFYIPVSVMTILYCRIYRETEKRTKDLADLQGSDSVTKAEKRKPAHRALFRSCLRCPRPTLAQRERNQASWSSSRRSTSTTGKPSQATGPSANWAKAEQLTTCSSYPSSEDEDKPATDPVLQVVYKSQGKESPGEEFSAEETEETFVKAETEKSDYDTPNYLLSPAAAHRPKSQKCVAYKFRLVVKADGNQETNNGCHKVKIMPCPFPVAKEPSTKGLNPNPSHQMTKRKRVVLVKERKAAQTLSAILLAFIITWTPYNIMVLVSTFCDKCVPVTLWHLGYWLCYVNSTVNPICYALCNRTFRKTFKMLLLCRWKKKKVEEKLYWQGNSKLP
CHRM4 antagonist: CHRM4 antagonism in calcium assay; P08173; CHO-hM4 cells, ACh EC80, Fluo-8 calcium fluorescence; inhibition, % at 3 µM; hit rate 0.73% among 360,000; AID 624125;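 active means inhibition above its plate's cutoff, the mean inhibition of sample wells plus 3 SD, cut at about 27% in these data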;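 further: 0% = acetylcholine EC80 with DMSO and 100% = DMSO without agonist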
Target sequence (P08173 whole entry, looked up): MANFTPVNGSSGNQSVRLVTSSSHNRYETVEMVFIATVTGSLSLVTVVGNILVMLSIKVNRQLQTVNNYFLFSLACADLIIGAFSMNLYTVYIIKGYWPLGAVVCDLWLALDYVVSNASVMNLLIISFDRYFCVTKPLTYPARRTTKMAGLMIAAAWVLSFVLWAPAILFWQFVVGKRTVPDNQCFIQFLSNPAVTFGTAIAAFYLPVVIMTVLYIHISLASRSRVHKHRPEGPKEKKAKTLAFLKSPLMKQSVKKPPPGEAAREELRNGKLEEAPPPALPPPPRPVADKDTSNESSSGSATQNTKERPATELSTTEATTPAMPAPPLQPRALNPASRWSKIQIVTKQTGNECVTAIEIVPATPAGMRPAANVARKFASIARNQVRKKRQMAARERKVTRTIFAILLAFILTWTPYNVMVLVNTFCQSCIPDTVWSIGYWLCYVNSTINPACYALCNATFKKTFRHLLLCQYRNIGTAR
CRFR2-BP ag: CRF-BP/CRF-R2 complex agonism. hit rate 0.46% among 350,000. activation, % at 13.2 µM. HEK293 CRF-R2/CRF-BP, calcium dye fluorescence (FLIPR); percent of saturating CRF peptide response. AID 588473;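 active means activation of at least 50%, plus an integration ratio under a set limit after plate pattern correction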;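 further: plate controls were neutral control wells without compound for no effect and CRF at EC100 for full effect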
CHRM5 PAM: potentiates acetylcholine response at human M5 receptor; activation, % at 3 µM; hit rate 0.3% among 360,000; P08912; CHO-K1 hM5, Fluo-8 calcium, ACh EC20 PAM; 0% = ACh EC20, 100% = ACh EC100; AID 624038;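 active means activation above the run cutoff, the mean activation of all test compounds plus 3 SD, cut at about 18% in these data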
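Test system: CHO-K1 hM5 cells / Doses: single-point, 3 µM nominal / Times: Post-acetylcholine fluorescence recording 140 s / Technique: Fluo-8 calcium fluorescence / Measure: Max/basal fluorescence ratio as % of EC20–EC100 ACh window / Benchmarks: low control EC20 acetylcholine (0%), high control EC100 acetylcholine (100%) / Replicates: one well per compound, no replicates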
M4 PAM: positive allosteric modulators of human muscarinic M4 receptor; P08173; CHO-K1 hM4/Gqi5, Fluo-8 calcium fluorescence, ACh EC20; 0% = ACh EC20, 100% = maximal ACh; activation, % at 3 µM; hit rate 0.4% among 360,000; AID 624126;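 active means activation above its plate's cutoff, the mean activation of sample wells plus 3 SD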; further: some results filed as inactive read as strong as hits
CHRM1 antagonist: antagonists of human M1 muscarinic receptor; P11229; hit rate 1.3% among 360,000; inhibition, % at 3 µM; CHO-K1 hM1, Fluo-8 calcium fluorescence, ACh EC80 antagonist; AID 588852;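 active means percent inhibition above its own plate's cutoff, namely the mean of that plate's compound wells plus 3 SD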;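 further: peak over basal fluorescence ratio during 140 s after agonist addition; 0% = ACh EC80 plus DMSO and 100% = DMSO alone without agonist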
CHRM4 agonist: CHRM4 agonism in calcium assay; hit rate 0.14% among 360,000; CHO-K1 hM4/Gqi5, Fluo-8 calcium fluorescence; vehicle 0%, full acetylcholine response 100%; activation, % at 3 µM; AID 624127; P08173;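 active means activation above the run mean over all test wells plus 3 SD, cut at about 32% in these data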;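 further: peak over basal fluorescence ratio per well then scaled between controls; 0% = DMSO wells and 100% = acetylcholine at EC100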
CHRM5 agonist: CHRM5 agonism in calcium assay. CHO-K1 hM5 cells, Fluo-8 calcium fluorescence; 0% DMSO wells, 100% maximal acetylcholine response. activation, % at 3 µM. hit rate 0.19% among 360,000;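 active means activation above the run's mean over test compounds plus 3 SD, cut at about 23% in these data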;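 further: signal is peak over basal fluorescence ratio across the kinetic read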
Active calls of the source: *; x = not tested or not shown.

SMILES	M1 PAM	CHRM5 antagonist	CHRM4 antagonist	CRFR2-BP ag	CHRM5 PAM	M4 PAM	CHRM1 antagonist	CHRM4 agonist	CHRM5 agonist
COc1ccc(OC)c(NC(=O)Cn2cnc3c(cnn3-c3ccccc3)c2=O)c1	6	-3	-20	-1.3	-1	8	-6	2	1
CCOc1ccc(CN2CCNC(=O)C2CC(=O)NC2CCCCCC2)cc1 (centres undefined)	11	20	-12	1.1	-7	3	-9	1	-4
CCNc1ccc(Br)cc(C(=O)/C=C/c2ccc3c(c2)OCO3)c1=O	10	2	9	7.6	3	10	-9	1	2
CC(=O)NC(CC(=O)Nc1ccc(S(=O)(=O)N2CCCCC2)cc1)c1ccccc1 (centres undefined)	6	3	8	0.7	-3	-5	-6	2	-2
O=C(NCc1ccc(/C=N\NC(=O)C(=O)Nc2ccccc2Br)o1)C(=O)Nc1ccccc1	3	-19	-19	3.9	-5	4	-8	1	0
COC(=O)c1nnn(-c2cccc(Cl)c2)c1C(=O)OC	11	2	-7	-1.0	-8	-9	-15	8	-2
COc1ccc(Cc2nnc(CCc3ccccc3)s2)cc1	-2	-13	-13	0.4	-4	1	-6	-2	-11
COc1ccc(C(=O)c2cccc(C(=O)c3ccc(OC)c(C)c3)c2)cc1C	5	7	-6	4.0	0	1	0	1	-1
O=C(Nc1ccc(C(=O)N2CCCC2)cc1)c1ccc(F)cc1Cl	1	10	2	0.2	-8	-3	2	1	-3
O=C(N=C1SC2CS(=O)(=O)CC2N1c1ccc(F)c(Cl)c1)C1CCCO1 (centres undefined)	0	8	5	0.4	1	-2	2	1	-2
O=c1oc2cc(OCc3c(F)cccc3Cl)ccc2cc1-c1ccccn1	-3	-7	-1	1.2	-1	20	19	0	-1
CCCOC(=O)c1ccc(-c2c(C)noc2-c2ccc(OC)cc2O)o1	-1	-4	-4	-1.7	-4	-5	2	3	-1

3 of the entries above in order of their number in CHRM5 agonist, largest number first.
SMILES	M1 PAM	CHRM5 antagonist	CHRM4 antagonist	CRFR2-BP ag	CHRM5 PAM	M4 PAM	CHRM1 antagonist	CHRM4 agonist	CHRM5 agonist
O=C(NCc1ccc(/C=N\NC(=O)C(=O)Nc2ccccc2Br)o1)C(=O)Nc1ccccc1	3	-19	-19	3.9	-5	4	-8	1	0
CCCOC(=O)c1ccc(-c2c(C)noc2-c2ccc(OC)cc2O)o1	-1	-4	-4	-1.7	-4	-5	2	3	-1
COc1ccc(Cc2nnc(CCc3ccccc3)s2)cc1	-2	-13	-13	0.4	-4	1	-6	-2	-11

Continued:
SMILES	M1 PAM	CHRM5 antagonist	CHRM4 antagonist	CRFR2-BP ag	CHRM5 PAM	M4 PAM	CHRM1 antagonist	CHRM4 agonist	CHRM5 agonist
Cc1ccsc1C(=O)Nc1cc(C(C)(C)C)nn1-c1ccccc1	2	1	1	0.7	-2	5	-2	-2	-3
Cc1sc(NC(=O)c2cc(-c3ccc(Cl)cc3)nc3ccccc23)c(C(N)=O)c1C	1	13	2	0.9	-2	-1	1	1	1
O=C(COc1ccccc1)N1CCN(S(=O)(=O)c2ccc(Br)cc2)CC1	13	4	-4	-1.1	1	2	-13	5	-1
CCOC(=O)C1CCN(C(=O)COC(=O)c2ccc(=O)n(Cc3ccccc3)n2)CC1	8	8	7	0.6	-4	4	-13	0	4
Cc1ccc(C)c(C(=O)COC(=O)C2CCN(c3ccc(C(F)(F)F)cn3)CC2)c1	8	8	-4	1.1	-7	6	-8	0	0
O=c1c2c3c(sc2nc2n1CCCC2)CCCCC3	-2	0	2	-1.1	-3	0	-1	1	0
OC(COCc1ccc2c(c1)OCO2)CN1CCN(Cc2ccccc2)CC1 (centres undefined)	9	-4	1	0.0	5	7	-7	1	-6
Cc1cc(Br)ccc1NC(=O)CN1C(=O)CCC1=O	12	-10	-4	0.6	3	3	-15	0	3
COCCNC(=O)CCC(=O)NNc1nc2ccccc2c2nc(C)nn12	11	2	-6	0.2	4	10	-9	0	-4
O=C(c1ccccc1)N1CCN(CC(O)COc2ccc(Br)cc2)CC1 (centres undefined)	-5	14	-5	1.2	-7	-1	-3	0	-10
CCOc1ccc(-c2cc(C(=O)NCc3cc(OC)cc(OC)c3)[nH]n2)c(C)c1	11	5	4	x	-3	5	-16	-1	-2
Fc1cccc(NC(=S)N2CCCC2)c1	-8	3	6	-0.2	-1	-4	5	0	-2
COc1ccc(Nc2nc(Cl)nc(NCc3ccco3)n2)c(OC)c1	4	-6	-17	-2.5	1	13	-7	-1	-10
CCCNC(=O)C1(C)CCN(CCC(=O)c2ccc(Br)cc2)C1 (centres undefined)	-2	7	2	x	-2	-9	-5	0	0
C=C(C)Cn1c(Sc2nc3ccccc3[nH]2)nc2c1c(=O)[nH]c(=O)n2C	6	8	-3	-1.7	12	8	-6	1	-9
CC12C(=O)N(c3cccc4cccnc34)C(=O)C1C1C=CC2C1 (centres undefined)	0	4	-10	-0.3	-1	7	-5	1	1
CC(C)c1cc(Cn2c3ccccc3c(=O)n2C(C)Cn2cc(-c3ccc(C(C)(C)C)cc3)nn2)on1 (centres undefined)	x	10	-2	x	-9	-11	x	13	-2
CN(C)S(=O)(=O)N1CCN(c2cccc(Cl)c2)CC1	3	-1	-11	-0.7	-5	-3	-1	0	0
Nc1nc(C(F)(F)F)c(Br)c(=O)n1N	10	7	2	-1.9	-5	2	-6	1	0
O=C(c1cc(C2CC2)nn1-c1ccccc1)N1CCN(Cc2ccccc2)CC1	10	11	7	-0.2	-3	0	-17	0	-1
O=C(CN1CCN(c2ccccc2F)CC1)c1c[nH]c2ccc(F)cc12	10	2	8	7.1	-6	-7	-7	6	4
COCC(=O)N1CCC(Oc2ccc(C(=O)N3CCCCCCC3)cc2)CC1	4	5	-18	0.2	-5	5	-10	2	-3
CC(OC(=O)Cc1n[nH]c(=O)c2ccccc12)C(=O)Nc1ccc(Cl)cn1 (centres undefined)	2	-21	-6	-1.8	19*	2	0	4	0
CC(=O)N1CCC(C(=O)OCc2ccccc2F)(c2ccccc2)CC1	2	21	8	-0.1	-9	-12	-3	2	-2
O=C(c1cccc(S(=O)(=O)N2CCOCC2)c1)N1CCC(Cc2ccccc2)CC1	9	1	-19	-0.2	-2	5	-7	5	1
CC(C)Oc1ccc(C(CC(=O)O)NC(=O)C2CCCCC2)cc1 (centres undefined)	8	0	-10	0.5	2	1	-1	0	-3
c1cncc(CNc2nc(-c3cccnc3)nc3ccccc23)c1	3	9	4	-2.9	-3	-5	-2	6	-2
Cc1cc(C)cc(-n2c3ccc(NC(=S)NC4CCCCC4)cc3c(=O)n2C)c1	-8	19	3	x	-10	-7	6	1	-6
CCC(CC)C(=O)Nc1ccc(C)c(O)c1	-2	4	0	2.6	1	-4	4	1	-3
O=S(=O)(C=C(c1ccccc1)c1ccccc1)c1ccccc1	3	-2	-2	0.8	-9	0	-4	0	-11
CCOC(=O)c1c(S(=O)(=O)NCC(=O)Nc2cc(C)ccc2C)c(C)n(C)c1C	7	16	9	-0.9	-5	-3	-18	-1	-5
Clc1ccccc1-c1nnc2sc(-c3ccc4c(c3)OCO4)nn12	12	0	-6	0.1	-3	7	-5	4	-3
O=C(Nc1cc(S(=O)(=O)N2CCCCC2)ccc1Cl)c1ccccc1NS(=O)(=O)c1ccc(F)cc1	-15	30*	13	47	-15	5	22	8	4
CCN(CC(=O)Nc1ccc(NC(C)=O)cc1)C(=O)CN1C(=O)C2CCCCC2C1=O (centres undefined)	20	-9	-29	-1.8	7	15	0	2	-3
Nc1ccc2c3c(ccc([N+](=O)[O-])c13)CC2	9	0	1	-1.1	3	8	-8	-2	-3
O=C(Nc1ccc(Cc2ccncc2)cc1)c1cccc([N+](=O)[O-])c1	-1	15	-4	-1.3	-9	-4	3	12	-2
CCCCCNC(=O)CCc1ccccc1	2	-5	-3	-0.1	3	3	1	0	1
Clc1ccc(OCc2nc(-c3ccc(Br)o3)no2)cc1	-2	5	-2	-0.8	-10	-2	-9	-1	-3
O=C(NNC(=S)Nc1ccccc1)c1cc(-c2cccnc2)nc2ccccc12	4	8	-3	-0.3	-11	-3	-3	8	2
CCOC(=O)c1sc(C)c(C(=O)NCC(C)(C)CN(C)C)c1N	0	-7	2	1.3	0	3	-46	3	-3
Cn1c(C(=O)NCc2ccco2)cc2c(=O)[nH]c3ccccc3c21	5	-1	-3	-2.7	-5	9	-3	4	3
O=C1CC2(CCCCCC2)Oc2ccc(Cl)cc21	2	14	-7	0.5	11	11	3	2	1
CCCOc1ccc(CCc2n[nH]c(=S)n2Cc2ccccc2)cc1	-11	12	4	-2.0	-23	-15	19	0	-6
Cc1ccoc1C(=O)NCCNc1ccc(Cl)cc1[N+](=O)[O-]	4	13	-7	-3.0	-10	6	-10	3	-3
C#CCOC(=O)/C(=C/C=C/c1ccccc1)NC(=O)c1ccccc1	-4	-4	4	-0.8	-5	-3	9	4	-2
COc1cc(-c2nnc3sc(Cc4ccccc4)nn23)cc(OC)c1OC	-1	4	13	0.2	-10	-1	12	2	-2
COc1ccc(/C=N/NC(=O)c2sc(C)nc2C)cc1	9	0	0	0.5	-1	5	-2	0	1
Cc1ccc(NC(=S)/C(C#N)=C2/Nc3ccccc3S2)cc1	-5	9	7	-0.1	-7	-8	0	8	4
CCOC(=O)C1=C(C)c2ccccc2OC1(C(=O)OCC)C(C)C (centres undefined)	11	-1	6	-5.7	-6	0	5	-3	-1
Cc1ccc(C)n1-c1ncn[nH]1	7	-2	3	-1.7	2	3	-9	0	1
CCN(CC)S(=O)(=O)c1ccc(NC(=O)COC(=O)c2cnc(C)cn2)cc1	4	-18	-6	2.8	8	0	-7	3	5
CCN(c1ccccc1)S(=O)(=O)c1ccc2[nH]c(=O)[nH]c2c1	7	-5	1	-1.6	-3	0	-4	1	2
CC(C)(C)OC(=O)N[C@@H](C(=O)OC(C)(C)C)c1ccccc1	2	7	-1	0.6	3	3	-3	0	-8
CC(C)Oc1ccc(/C(O)=C2/C(=O)C(=O)N(Cc3cccnc3)C2c2ccco2)cc1 (centres undefined)	-3	-2	5	1.5	13	19*	-7	1	3
Cc1nnc2ccc(N3CCN(c4cccc(C(F)(F)F)c4)CC3)nn12	12	-2	-6	-1.8	3	6	-17	2	3
O=C(Nc1nc2c(s1)CCCC2=O)c1cnccn1	6	0	-2	-1.8	5	10	-12	2	1
COc1ccc(NC(=O)N2CCCC2C(=O)Nc2ccc(C)cc2C)cc1 (centres undefined)	9	2	3	-0.8	7	4	-12	1	-4
Cc1ccc(-c2nnc(SCC(=O)Nc3sc(C)c(C)c3C#N)n2C)cc1	8	-5	-1	-0.2	3	4	-33	-1	-1
O=C(Oc1ccc(=O)n(-c2ccccc2)n1)c1ccc(F)cc1	13	1	-8	-2.7	6	10	-7	1	-4
Nc1ccc2c(c1)C(=O)N(CC1CCCO1)C2=O (centres undefined)	6	-3	1	0.8	2	20	-6	1	-2
Cn1c(=O)[nH]c(=O)c2c1nc(CN1CCN(c3ccc(F)cc3)CC1)n2CCN1CCOCC1	5	8	-5	-2.4	-7	-4	-5	0	2
CSc1nc(C)cc(SCC(=O)Nc2ccc(Cl)cc2Cl)n1	-7	-3	2	1.2	0	1	15	0	-9
O=C(NCC1CCCO1)c1ccc(Oc2ccc([N+](=O)[O-])cc2)cc1 (centres undefined)	-5	1	9	6.0	-9	-10	19	10	0
